M1 PAM – human CHRM1 positive allosteric modulation. P11229. CHO-K1 hM1, Fluo-8 calcium fluorescence, ACh EC20; 0% = ACh EC20, 100% = maximal ACh. activation, % at 3 µM. actives 0.088% (n = 360,000); in the data active = activation above about 19%, passing the limit was not always enough
CRFBP-R2 agonist – agonists of human CRF-binding protein/CRF-R2 receptor complex | AID 588473 | activation, % at 13.2 µM | HEK293 CRF-R2/CRF-BP, calcium dye fluorescence (FLIPR); percent of saturating CRF peptide response | actives 0.46% (n = 350,000);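 active = activation of at least 50%, plus an integration ratio under a set limit after plate pattern correction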;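 also: plate controls were neutral control wells without compound for no effect and CRF at EC100 for full effect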
CHRM5 PAM – CHRM5 positive allosteric modulation | P08912 | CHO-K1 hM5, Fluo-8 calcium, ACh EC20 PAM; 0% = ACh EC20, 100% = ACh EC100 | activation, % at 3 µM | actives 0.3% (n = 360,000) | AID 624038;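 active = activation above the run cutoff, the mean activation of all test compounds plus 3 SD, cut at about 18% in these data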
Target sequence (P08912 whole entry, looked up): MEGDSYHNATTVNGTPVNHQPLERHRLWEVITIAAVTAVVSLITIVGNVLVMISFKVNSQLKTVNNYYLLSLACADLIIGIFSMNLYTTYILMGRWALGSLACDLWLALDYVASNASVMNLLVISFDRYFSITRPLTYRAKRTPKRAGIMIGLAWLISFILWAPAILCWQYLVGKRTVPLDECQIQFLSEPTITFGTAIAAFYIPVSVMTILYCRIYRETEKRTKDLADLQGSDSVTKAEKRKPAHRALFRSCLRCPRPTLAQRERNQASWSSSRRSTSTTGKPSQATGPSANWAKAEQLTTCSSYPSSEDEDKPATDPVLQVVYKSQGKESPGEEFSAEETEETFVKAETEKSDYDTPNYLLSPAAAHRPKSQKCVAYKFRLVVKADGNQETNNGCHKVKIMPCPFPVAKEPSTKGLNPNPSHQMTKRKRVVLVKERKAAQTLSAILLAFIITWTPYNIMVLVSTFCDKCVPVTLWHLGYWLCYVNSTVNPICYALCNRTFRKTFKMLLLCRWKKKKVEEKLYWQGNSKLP
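system = human M5 receptor in CHO-K1 cells | compound = one concentration, 3 µM final (nominal) | schedule = Post-acetylcholine fluorescence recording 140 s | signal = Fluo-8 calcium dye fluorescence, kinetic read | benchmarks = low control EC20 acetylcholine (0%), high control EC100 acetylcholine (100%) | repeats = singlicate, one well per test compound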
CHRM4 agonist – agonists of human muscarinic M4 receptor (CHRM4); CHO-K1 hM4/Gqi5, Fluo-8 calcium fluorescence; vehicle 0%, full acetylcholine response 100%; activation, % at 3 µM; actives 0.14% (n = 360,000); AID 624127; P08173;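 active = activation above the run mean over all test wells plus 3 SD, cut at about 32% in these data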;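 also: peak over basal fluorescence ratio per well then scaled between controls; 0% = DMSO wells and 100% = acetylcholine at EC100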
Target sequence (P08173 whole entry, looked up): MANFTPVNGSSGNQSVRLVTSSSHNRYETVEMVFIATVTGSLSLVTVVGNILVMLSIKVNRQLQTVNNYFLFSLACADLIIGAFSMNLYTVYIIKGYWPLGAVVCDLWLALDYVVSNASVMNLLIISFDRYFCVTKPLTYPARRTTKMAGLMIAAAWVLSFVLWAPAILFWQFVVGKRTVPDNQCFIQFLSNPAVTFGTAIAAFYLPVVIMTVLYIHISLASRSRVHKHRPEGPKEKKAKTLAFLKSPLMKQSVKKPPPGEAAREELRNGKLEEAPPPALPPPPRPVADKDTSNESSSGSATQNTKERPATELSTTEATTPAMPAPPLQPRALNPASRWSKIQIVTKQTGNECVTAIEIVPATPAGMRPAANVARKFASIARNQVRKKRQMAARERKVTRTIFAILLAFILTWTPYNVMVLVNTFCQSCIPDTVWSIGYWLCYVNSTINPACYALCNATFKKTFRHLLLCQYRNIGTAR
M5 antag – blocks acetylcholine activation of human M5 receptor | P08912 | CHO-hM5 cells, Fluo-8 calcium fluorescence, ACh EC80 | inhibition, % at 3 µM | actives 0.59% (n = 360,000) | AID 624040;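 active = inhibition above a per-plate cutoff, the mean of that plate's test compounds plus 3 SD, cut at about 27% in these data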;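 also: 0% = acetylcholine EC80 with DMSO and 100% = DMSO without agonist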
CHRM4 PAM – CHRM4 positive allosteric modulation; CHO-K1 hM4/Gqi5, Fluo-8 calcium fluorescence, ACh EC20; 0% = ACh EC20, 100% = maximal ACh; activation, % at 3 µM; actives 0.4% (n = 360,000); P08173;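 active = activation above its plate's cutoff, the mean activation of sample wells plus 3 SD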; also: some results filed as inactive read as strong as hits
CHRM4 antagonist – CHRM4 antagonism in calcium assay. P08173. CHO-hM4 cells, ACh EC80, Fluo-8 calcium fluorescence. inhibition, % at 3 µM. actives 0.73% (n = 360,000);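 active = inhibition above its plate's cutoff, the mean inhibition of sample wells plus 3 SD, cut at about 27% in these data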;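 also: 0% = acetylcholine EC80 with DMSO and 100% = DMSO without agonist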
CHRM5 agonist – agonists of human muscarinic M5 receptor (CHRM5); P08912; CHO-K1 hM5 cells, Fluo-8 calcium fluorescence; 0% DMSO wells, 100% maximal acetylcholine response; activation, % at 3 µM; actives 0.19% (n = 360,000);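 active = activation above the run's mean over test compounds plus 3 SD, cut at about 23% in these data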;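 also: signal is peak over basal fluorescence ratio across the kinetic read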
CRFR2-BP antag – antagonists of CRF-binding protein/CRF-R2 receptor complex | HEK293 CRF-R2/CRF-BP, CRF-induced calcium fluorescence | inhibition, % at 11.8 µM | actives 0.59% (n = 350,000);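 active = inhibition of the ligand-induced calcium signal above about 50% at the single tested concentration, limit read from the data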
Starred values were filed as active, the others as inactive; . = no result given.

SMILES	M1 PAM	CRFBP-R2 agonist	CHRM5 PAM	CHRM4 agonist	M5 antag	CHRM4 PAM	CHRM4 antagonist	CHRM5 agonist	CRFR2-BP antag
COc1ccc(-c2cc(C(F)(F)F)n3ncc(C(=O)N4CCCCC4c4cccnc4)c3n2)cc1 (stereo not drawn)	2	-0.2	-1	1	3	-4	-9	-1	-8
CC1CN(C(=O)CN2C(=O)NC(C)(c3ccccc3)C2=O)CC(C)O1 (stereo not drawn)	7	1.4	3	1	-3	10	-9	2	-12
O=C(CN1CCN(c2ccccc2O)CC1)NC(=O)NC1CCCC1	-3	2.9	2	0	7	-1	-8	3	3
COc1cccc(CNC(=O)[C@@H]2CCCN2C(=O)[C@@H]2CCCN2)c1	.	.	-1	1	-7	8	-5	2	.
Nc1cccc2c1nnn2C1OC(CO)C(O)C(O)C1O (stereo not drawn)	4	.	-1	2	1	2	-8	1	.
COCCN1C[C@@H](CO)O[C@@H](n2cnc3c(NCc4ccc(F)cc4)ncnc32)C1	12	.	-3	0	1	5	3	-1	.
COc1ccc(NC(=S)N2CCN(C/C=C/c3ccccc3)CC2)cc1OC	1	0.9	-6	2	0	-3	2	-3	4
Cc1ccc(OCCn2cncn2)c([N+](=O)[O-])c1	14	-1.2	8	0	-4	1	-1	1	13
CC(=O)Nc1ccc(-c2ccnc3c2CC(C(=O)NCC2CCOCC2)O3)cc1 (stereo not drawn)	4	.	0	1	4	3	-1	0	.
COc1ccc(N(CC(=O)Nc2cccc(N(C)S(C)(=O)=O)c2)S(=O)(=O)c2ccccc2)cc1Cl	-5	5.4	-7	12	11	-16	11	-1	8
CCn1nnc(NC(=O)c2ccc([N+](=O)[O-])o2)n1	13	2.1	4	1	-7	1	-2	-2	-8
COc1ccc([C@H]2CC(=O)C[C@@H](CCn3cc(CCc4ccccc4)nn3)O2)cc1	.	.	-7	4	0	-3	0	2	.
CCCCOc1ccc(S(=O)(=O)N2CCN(c3ccc(N4CCN(CC)CC4)nn3)CC2)cc1	-5	-1.7	0	0	-1	-6	-7	-6	7
COC(=O)[C@@]12CCCN1[C@H](c1ccc(-c3ccc(Cl)c(Cl)c3)cc1)[C@H]1C(=O)N(C)C(=O)[C@H]12	0	1.4	0	6	8	8	-21	-1	38
COc1ccc(NC(=O)C2CCN(S(=O)(=O)c3ccc4[nH]c(=O)oc4c3)CC2)c(OC)c1	12	-0.6	1	1	-1	3	-2	-3	-1
CCOC(=O)c1ccc(NC(=O)C2(N3C(=O)c4ccccc4C3=O)CCCC2)cc1	8	0.4	15	2	5	0	-4	4	-12
CCn1c(=S)sc2c(=O)n(CC(=O)Nc3cccc(Br)c3)c(C)nc21	3	2.5	0	14	-12	-3	-8	-1	-27
COC(=O)CN(c1ccc(Cl)cc1C)S(C)(=O)=O	-4	-1.4	-4	1	0	-2	-2	0	-8
O=C(Oc1ccc(=O)n(-c2ccccc2)n1)c1ccccc1	7	-0.3	6	0	-7	21	4	3	-22
CCOc1ccc(C(=O)NCc2ccco2)cc1Cl	13	-1.3	2	0	8	5	-12	-5	0
CC(C)Oc1ccc(F)cc1-c1cc(C(=O)NCc2ccc(C(F)(F)F)cc2)[nH]n1	-9	.	1	5	3	-3	-5	-1	.
Cc1c(P(=O)(c2ccccc2)c2ccccc2)c2ccccc2n1C	2	.	2	0	-10	2	5	2	.
COc1ccc(-c2noc(N3CCC(C(=O)NCc4ccc(F)cc4)CC3)n2)cc1	-10	2.5	-2	2	-6	-6	19	3	37
O=S1(=O)CC(N2CCN(CCO)CC2)CN1Cc1cn(Cc2ccc(Cl)cc2)nn1 (stereo not drawn)	.	.	1	0	9	9	0	-1	.
O=C(c1cn(-c2ccc(Cl)c(Cl)c2)nn1)C1CC1	6	1.0	3	1	3	0	-1	-2	-22

Another view of part of the listing above.
structure | M1 PAM | CRFBP-R2 agonist | CHRM5 PAM | CHRM4 agonist | M5 antag | CHRM4 PAM | CHRM4 antagonist | CHRM5 agonist | CRFR2-BP antag
COC(=O)[C@@]12CCCN1[C@H](c1ccc(-c3ccc(Cl)c(Cl)c3)cc1)[C@H]1C(=O)N(C)C(=O)[C@H]12 | 0 | 1.4 | 0 | 6 | 8 | 8 | -21 | -1 | 38
COc1ccc(NC(=O)C2CCN(S(=O)(=O)c3ccc4[nH]c(=O)oc4c3)CC2)c(OC)c1 | 12 | -0.6 | 1 | 1 | -1 | 3 | -2 | -3 | -1
CCOC(=O)c1ccc(NC(=O)C2(N3C(=O)c4ccccc4C3=O)CCCC2)cc1 | 8 | 0.4 | 15 | 2 | 5 | 0 | -4 | 4 | -12
CCn1c(=S)sc2c(=O)n(CC(=O)Nc3cccc(Br)c3)c(C)nc21 | 3 | 2.5 | 0 | 14 | -12 | -3 | -8 | -1 | -27
COC(=O)CN(c1ccc(Cl)cc1C)S(C)(=O)=O | -4 | -1.4 | -4 | 1 | 0 | -2 | -2 | 0 | -8
O=C(Oc1ccc(=O)n(-c2ccccc2)n1)c1ccccc1 | 7 | -0.3 | 6 | 0 | -7 | 21 | 4 | 3 | -22
CCOc1ccc(C(=O)NCc2ccco2)cc1Cl | 13 | -1.3 | 2 | 0 | 8 | 5 | -12 | -5 | 0
CC(C)Oc1ccc(F)cc1-c1cc(C(=O)NCc2ccc(C(F)(F)F)cc2)[nH]n1 | -9 | . | 1 | 5 | 3 | -3 | -5 | -1 | .
Cc1c(P(=O)(c2ccccc2)c2ccccc2)c2ccccc2n1C | 2 | . | 2 | 0 | -10 | 2 | 5 | 2 | .
COc1ccc(-c2noc(N3CCC(C(=O)NCc4ccc(F)cc4)CC3)n2)cc1 | -10 | 2.5 | -2 | 2 | -6 | -6 | 19 | 3 | 37
O=S1(=O)CC(N2CCN(CCO)CC2)CN1Cc1cn(Cc2ccc(Cl)cc2)nn1 (stereo not drawn) | . | . | 1 | 0 | 9 | 9 | 0 | -1 | .
O=C(c1cn(-c2ccc(Cl)c(Cl)c2)nn1)C1CC1 | 6 | 1.0 | 3 | 1 | 3 | 0 | -1 | -2 | -22

(listing goes on)
SMILES	M1 PAM	CRFBP-R2 agonist	CHRM5 PAM	CHRM4 agonist	M5 antag	CHRM4 PAM	CHRM4 antagonist	CHRM5 agonist	CRFR2-BP antag
Cc1[nH]n(-c2nc(-c3ccc(Cl)cc3)cs2)c(=O)c1N=Nc1ccc(O)cc1	-11	-1.9	-3	-1	11	-11	14	0	6
COc1ccc(C(=O)Nc2nnc(S(=O)(=O)N(C)Cc3ccccc3)s2)cc1	6	0.5	7	2	-4	3	-9	1	3
Cc1ccc(NC(=O)C2=C(c3ccccc3)S(=O)(=O)CCS2(=O)=O)cc1	10	55*	-2	5	10	2	39*	-5	-52
CCC(C)NC(=O)c1[nH]c(C)c(C(=O)OC)c1C (stereo not drawn)	10	-3.4	2	0	2	6	3	-2	22
NC(=O)C1CCN(C(=O)c2ccc3nc(N4CCCCC4)sc3c2)CC1	1	-0.1	6	1	-5	2	1	-6	14
O=C(NNC(=O)c1cc2c(s1)CCCC2)c1ccccc1	9	1.0	0	1	-2	-6	5	-3	-2
CC1(C)CC(=O)C(C=NCC2CCNCC2)=C(O)C1	-12	-0.6	0	1	9	1	-1	-3	-2
Cc1cc2c(cc1[N+](=O)[O-])NC(CNC(C)C)CC2 (stereo not drawn)	1	0.5	1	1	12	-6	-1	-3	-10
CCOC(=O)[C@H]1[C@H]2COc3ccc(Cl)cc3[C@@H]2N2C(=O)CN(CC3CCCO3)C(=O)[C@@]12C (stereo partly drawn)	1	0.9	5	2	0	4	-1	5	-4
O=C(c1cc(COc2cccc3cccnc23)on1)N1CCC[C@H]1CO	11	-0.9	-2	1	14	-2	6	1	2
COc1ccc(/C=N/n2c(C)nnc2C)c(OC)c1OC	8	-1.8	3	0	-7	-1	4	1	-7
COc1ccc(-n2nc3c(c2NC(=O)CCl)CSC3)cc1	2	-0.2	11	0	-6	-6	6	3	-1
CCOC(=O)CN1C(=O)/C(=C2\SC(=S)N(NC(=O)c3cccnc3)C2=O)c2ccccc21	16	-1.0	2	2	-7	7	-12	5	3
COc1ccc2nc(NC(=O)CNS(=O)(=O)c3cccs3)sc2c1	5	1.7	-6	4	3	-3	-2	1	-17
CCOC(=O)c1ccc(N=Cc2c(O)c3ccccc3oc2=O)cc1	-14	0.4	-8	1	7	-7	-7	-2	-6
Cc1cc(C)nc(SCC(=O)OCC(=O)Nc2ccccc2)n1	11	-0.2	-2	1	8	-1	2	-3	-3
CC(C)c1ccc(N(CC(=O)NC2CCCCC2)C(=O)CCC(=O)Nc2ccccn2)cc1	9	-0.9	-3	2	16	3	1	-3	-11
Cc1c(-n2cc(C(=O)c3cc(F)ccc3O)cc(C#N)c2=O)c(=O)n(-c2ccccc2)n1C	2	51*	1	3	0	1	-4	2	-10
CCCCN(C(=O)CSCC(=O)Nc1cccc(C)c1)c1c(N)n(CCCC)c(=O)[nH]c1=O	-1	0.9	2	0	-2	5	-4	4	-2
COC(=O)CCN(C(=O)c1ccc(N2CCCCC2)c([N+](=O)[O-])c1)c1ccccn1	6	-2.4	-4	1	4	-4	6	0	1
COC(=O)c1sccc1NC(=S)N1CCCCC1	7	-2.4	0	-1	0	4	-3	-9	13
COc1ccc(Oc2cccc(Cl)c2CNC(=O)CCC(=O)O)cc1	-11	0.0	-17	10	18	-24	12	-2	-7
COc1ccc(-c2[nH]ncc2Oc2ccccc2OC)c(O)c1	-9	-1.0	-3	2	-2	19*	-19	1	7
COc1cccc(CN2CC(C(=O)NCCc3cn4cccnc4n3)CCC2=O)c1 (stereo not drawn)	2	0.0	0	0	1	1	-6	-1	0
Cc1[nH]c2ccccc2c1C(=O)COC(=O)c1cccc(S(=O)(=O)N2CCCCC2)c1	0	-0.9	-9	1	7	-7	11	0	4
SMILES	M1 PAM	CRFBP-R2 agonist	CHRM5 PAM	CHRM4 agonist	M5 antag	CHRM4 PAM	CHRM4 antagonist	CHRM5 agonist	CRFR2-BP antag
COCC(=O)N(Cc1cc2cc(OC)ccc2[nH]c1=O)c1ccccc1OC	8	1.2	0	1	-5	12	-1	-1	-13
CN(C)N1C(N)=C(C#N)C(c2ccccc2)C2=C1CCCC2=O (stereo not drawn)	-4	-2.5	-5	0	1	2	-9	-2	-3
COc1ccc(-c2nnc(SCC(=O)N3CCOCC3)o2)cc1	11	-1.2	3	3	0	-4	-3	3	27
CCNc1nc(NCC)n2c(SCC(=O)Nc3ccccc3OC(F)F)nnc2n1	-1	0.4	5	0	12	2	12	-2	-11
COc1ccccc1Nc1nc2cc(C)ccc2cc1C#N	15	2.2	-6	0	-3	-6	3	-2	-8
COCCNc1nc(Oc2ccc(CC(=O)OC)cc2)c2sc(-c3ccccc3)cc2n1	8	.	-1	1	1	2	-13	0	.
COc1ccc(NC2=NC(=S)N(c3ccc(C)cc3)C23CCCCC3)cc1	7	-0.3	4	1	-1	-1	-1	-3	10
CCOC(=O)C1=CN(Cc2ccco2)S(=O)(=O)N(CC)C1c1ccc(F)c(Cl)c1 (stereo not drawn)	-3	3.0	-9	-2	-1	-9	-8	-1	12

Bioassay records as filed in PubChem BioAssay.
